# Compound activity as filed in PubChem.
# PP1 counter: blocks human PP1-alpha phosphatase, a PP5 counter-screen; P62136; purified PP1alpha, OMFP fluorescence; inhibition, % at 6.7 µM; 320,000 compounds, 0.9% hits; AID 2235;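 active = inhibition above the mean inhibition of all tested compounds plus 3 SD, computed separately for each screening campaign, cut at about 15% in these data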
# Target sequence (P62136 whole entry, looked up): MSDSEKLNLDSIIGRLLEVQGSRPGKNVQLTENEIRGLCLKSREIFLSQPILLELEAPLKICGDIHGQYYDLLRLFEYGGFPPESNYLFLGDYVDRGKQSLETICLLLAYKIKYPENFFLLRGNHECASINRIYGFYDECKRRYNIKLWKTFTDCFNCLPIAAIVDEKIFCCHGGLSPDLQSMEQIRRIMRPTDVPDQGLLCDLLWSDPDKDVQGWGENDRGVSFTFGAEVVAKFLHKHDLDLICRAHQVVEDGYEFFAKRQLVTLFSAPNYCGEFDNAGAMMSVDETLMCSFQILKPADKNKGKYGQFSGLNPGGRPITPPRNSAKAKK
# GASC-1 inh: blocks human GASC-1 demethylase activity | Q9H3R0 | GST-JMJD2C(1-420) H3K9me3 demethylation, DELFIA europium | inhibition, % at 2.35 µM | 330,000 compounds, 0.069% hits | AID 2099;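 active = more than half of a compound's replicate wells show inhibition beyond 50%, single wells judged on their own value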;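 also: signal counts dimethyl H3K9 product captured on neutravidin plate; 0% = median of DMSO wells and 100% = 0.3 times that DMSO median; strong numbers were not always called active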
# Target sequence (Q9H3R0 1-420 limits assumed): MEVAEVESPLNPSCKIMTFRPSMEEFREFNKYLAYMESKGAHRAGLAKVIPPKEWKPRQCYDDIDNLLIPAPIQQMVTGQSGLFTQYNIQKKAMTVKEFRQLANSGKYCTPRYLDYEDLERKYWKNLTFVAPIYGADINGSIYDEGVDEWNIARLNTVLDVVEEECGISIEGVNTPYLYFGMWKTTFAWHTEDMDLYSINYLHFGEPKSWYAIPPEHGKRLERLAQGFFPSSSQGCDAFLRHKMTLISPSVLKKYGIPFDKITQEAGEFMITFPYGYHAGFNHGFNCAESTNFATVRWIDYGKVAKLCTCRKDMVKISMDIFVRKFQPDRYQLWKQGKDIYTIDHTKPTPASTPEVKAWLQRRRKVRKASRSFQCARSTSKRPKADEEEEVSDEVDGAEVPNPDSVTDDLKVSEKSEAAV
# proCasp3 act: procaspase-3 (human) activation | AID 463141 | P42574 | 330,000 compounds, 0.11% hits | activation, % at 8.5 µM | recombinant procaspase-3 D3A, Ac-DEVD-pNA absorbance 405 nm;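 active = activation above the mean of all tested compounds plus 3 SD, cut at about 21% in these data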;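 also: 0% = DMSO alone and 100% = DMSO wells spiked with extra 5 µM PC-3 D3A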
#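 Test system: Procaspase-3 D3A mutant, all three cleavage aspartates alanine | Dosing: Single dose, 8.5 µM nominal compound, 0.8% DMSO | Schedule: 1 h preincubation, 2 h reaction | Technique: 405 nm absorbance of p-nitroaniline, reads at 0 and 120 min | Repeats: One well per compound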
# PP5 inh: PP5 (human) phosphatase inhibition; purified PP5c, OMFP substrate fluorescence; inhibition, % at 6.7 µM; 320,000 compounds, 0.18% hits; AID 1987;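 active = inhibition above the campaign's mean inhibition across all tested compounds plus 3 SD, cut at about 9.5% in these data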;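 also: 0% = DMSO only and 100% = 100 µM cantharidin control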
# CTSL1 counter: cathepsin L1 inhibition, PFM18AAP counter-screen. 300,000 compounds, 0.49% hits. AID 1906. recombinant F. hepatica cathepsin L1, Z-Leu-Arg-MCA fluorescence. inhibition, % at 5.96 µM;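 active = inhibition above the mean of all tested compounds plus 3 SD, set per screening campaign, cut at about 17% in these data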;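 also: 0% = plate median of test compound wells and 100% = 1 µM Z-Phe-Ala-diazomethylketone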
# Efflux pump inh: inhibitors of Candida antifungal efflux pumps expressed in yeast; S. cerevisiae Candida pump triplex, Nile Red efflux; inhibition, % at 10 µM; 330,000 compounds, 0.44% hits; AID 485275;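 active = plate passing quality check with inhibition over a set limit, or well fluorescence over plate mean plus 4 SD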;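 also: Nile Red retained in pooled yeast measured as flow cytometry median fluorescence; 0% = buffer negative control and 100% = Enniatin B positive control; higher means more Nile Red kept so more efflux inhibition; some compounds called inactive have numbers as strong as hits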
# core dimer inh: blocks dimerization of HCV core protein; inhibition, % at 5 µM; TR-FRET GST/Flag-core106 dimerization, 1536-well; 300,000 compounds, 0.33% hits;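 active = inhibition above the mean of all tested compounds plus 3 SD, set per screening campaign, cut at about 45% in these data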
#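 System – GST-tagged and Flag-tagged HCV core protein residues 1-106 · Repeats – one well for each compound · Technique – TR-FRET 671 and 617 nm emission · Doses – one concentration, 5 µM, in 0.5% DMSO · Times – 4 h, 22.5 °C incubation · Also added – Eu donor and XL665 acceptor anti-tag antibodies · Measure – percent inhibition of core106 dimerization signal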
# procasp7 counter: activates human procaspase-7, counter-screen for procaspase-3 activators; P55210; activation, % at 8.5 µM; 330,000 compounds, 0.093% hits; recombinant procaspase-7, Ac-DEVD-pNA absorbance 405 nm; D23A/D198A/D206A triple mutant, cannot self-cleave; scale: DMSO 0, 5 µM enzyme 100;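 active = percent activation above the screen-wide mean plus 3 SD, cut at about 25% in these data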
# Target sequence (P55210 whole entry D23A/D198A/D206A): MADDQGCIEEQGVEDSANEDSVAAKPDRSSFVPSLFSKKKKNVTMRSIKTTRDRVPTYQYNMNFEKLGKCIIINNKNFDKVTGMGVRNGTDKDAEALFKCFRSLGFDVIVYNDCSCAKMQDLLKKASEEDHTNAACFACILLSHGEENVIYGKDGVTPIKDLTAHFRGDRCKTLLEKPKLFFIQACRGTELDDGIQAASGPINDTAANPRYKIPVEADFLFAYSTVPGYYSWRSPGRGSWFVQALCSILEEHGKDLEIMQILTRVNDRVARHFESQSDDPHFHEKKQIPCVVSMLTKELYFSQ
#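 signal = Epi-absorbance of released pNA at 405 nm, two timepoints | assay system = Uncleavable procaspase-7 mutant enzyme | reagent = Ac-DEVD-pNA substrate, 400 µM as added | times = 1 h enzyme–compound preincubation and 2 h substrate reaction, both 25 °C | benchmarks = low DMSO alone, high DMSO plus 5 µM PC-7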
# TPT1 inhibitor: inhibitors of Candida albicans tRNA 2'-phosphotransferase TPT1 | recombinant caTPT1, FP RNA substrate dephosphorylation | inhibition, % at 5 µM | 300,000 compounds, 0.81% hits;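 active = inhibition above the mean of all tested compounds plus 3 SD, set per screening campaign, cut at about 24% in these data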;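 also: plate controls were DMSO alone for no effect and ferristatin control at 100 nM for full effect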
# Active calls of the source: *; nt = not tested or not shown.
# Results follow in this order: PP1 counter	core dimer inh	procasp7 counter	TPT1 inhibitor	Efflux pump inh	GASC-1 inh	proCasp3 act	CTSL1 counter	PP5 inh
CC1(c2ccccc2)NC(=O)N(CC(=O)Nc2ccccc2C(=O)N2CCCCC2)C1=O (configuration not stated)
→ 0	-2	3	2	0.0	-4	0	0	-0.6
CC(C)(C)c1ccc(C(=O)NCC(=O)OCN2C(=O)c3ccccc3C2=O)cc1
→ -2	-2	10	1	-0.1	-1	2	-14	2.9
CCN(C(=O)CSc1nnc(COc2ccccc2F)n1N)C1CCS(=O)(=O)C1 (configuration not stated)
→ -4	0	6	-3	-0.1	-7	8	0	-1.1
Cc1ccc2nc(NC(=O)CCNS(=O)(=O)c3cccs3)sc2c1
→ 3	1	6	4	0.0	6	11	0	1.4
O=C(CSc1nnc2scc(-c3ccccc3)n12)Nc1nsc(-c2ccc(Cl)cc2)n1
→ -5	19	9	3	0.0	-3	14	1	1.2
CC1C(=O)N(Cc2ccc(F)cc2)c2ccccc2N1C(=O)c1c(F)cccc1F (configuration not stated)
→ -7	4	-6	-7	0.5	-32	-3	-4	-4.1
N=c1sccn1CC(=O)N1CCc2ccccc21
→ -3	3	1	-2	-0.1	10	-15	-5	0.1
COc1cccc(NC(=O)COc2cccc3c2CCNC3=O)c1
→ -3	-1	8	0	0.0	20	-3	-6	0.8
Cc1ncsc1CCC(=O)N1CCCC(Nc2ccc(F)c(F)c2)C1 (configuration not stated)
→ 1	9	2	-4	0.0	-4	2	2	3.4
O=C(/C=C/c1ccc([N+](=O)[O-])cc1)NCCSc1ccccc1
→ 1	3	9	0	0.1	-2	2	3	-1.6
CN(CC(=O)Nc1ccccc1Cl)C(=O)Cn1cc(C(F)(F)F)ccc1=O
→ -4	nt	-1	nt	-0.1	5	10	nt	-0.6
Cc1oc2ccc(OCc3ccccc3F)cc2c1C(=O)O
→ -4	3	9	-1	-0.2	-8	0	-1	-3.0
Cc1nc2c(ccc3nc(NC(=O)c4ccc(S(=O)(=O)N(C)C)cc4)sc32)s1
→ -1	10	-3	-2	0.1	87	-4	1	0.4
CN(CC(=O)Nc1cccc(F)c1)C(=O)c1ccc2c(c1)S(=O)(=O)N=C1CCCCCN12
→ 6	-6	6	-1	-0.1	-5	-2	6	-0.2
COc1cccc(CN(C)C(=O)c2ccc(NC(=O)CC3SC(N4CCCC4)=NC3=O)cc2)c1OC (configuration not stated)
→ 0	-1	1	1	0.0	-8	4	0	-2.8
COc1ccc(C2CC(=O)N3CN(Cc4ccco4)CSC3=C2C#N)cc1 (configuration not stated)
→ 0	-2	-16	1	0.0	-4	-7	0	-0.8
COc1ccccc1-c1ccc(SCc2ccc(F)cc2)nn1
→ 0	6	2	-4	0.1	-7	-4	0	1.8
CSc1nc2n(n1)C(c1cc(Br)ccc1F)C(C(=O)N(C)C)=C(C)N2 (configuration not stated)
→ 3	-5	7	2	0.2	19	11	3	0.1
CCn1c(CN2CCN(c3ccc(Cl)cc3)CC2)nc2ccccc21
→ 2	-2	-3	0	0.0	-63	3	-1	3.9
Cc1onc(-c2ccccc2)c1C(=O)N/N=C/c1cccc(O)c1
→ -2	-7	1	-3	0.2	1	-11	1	1.4

# A different layout for some results above:
structure	PP1 counter	core dimer inh	procasp7 counter	TPT1 inhibitor	Efflux pump inh	GASC-1 inh	proCasp3 act	CTSL1 counter	PP5 inh
N=c1sccn1CC(=O)N1CCc2ccccc21	-3	3	1	-2	-0.1	10	-15	-5	0.1
COc1cccc(NC(=O)COc2cccc3c2CCNC3=O)c1	-3	-1	8	0	0.0	20	-3	-6	0.8
Cc1ncsc1CCC(=O)N1CCCC(Nc2ccc(F)c(F)c2)C1 (configuration not stated)	1	9	2	-4	0.0	-4	2	2	3.4
O=C(/C=C/c1ccc([N+](=O)[O-])cc1)NCCSc1ccccc1	1	3	9	0	0.1	-2	2	3	-1.6
CN(CC(=O)Nc1ccccc1Cl)C(=O)Cn1cc(C(F)(F)F)ccc1=O	-4	nt	-1	nt	-0.1	5	10	nt	-0.6
Cc1oc2ccc(OCc3ccccc3F)cc2c1C(=O)O	-4	3	9	-1	-0.2	-8	0	-1	-3.0
Cc1nc2c(ccc3nc(NC(=O)c4ccc(S(=O)(=O)N(C)C)cc4)sc32)s1	-1	10	-3	-2	0.1	87	-4	1	0.4
CN(CC(=O)Nc1cccc(F)c1)C(=O)c1ccc2c(c1)S(=O)(=O)N=C1CCCCCN12	6	-6	6	-1	-0.1	-5	-2	6	-0.2
COc1cccc(CN(C)C(=O)c2ccc(NC(=O)CC3SC(N4CCCC4)=NC3=O)cc2)c1OC (configuration not stated)	0	-1	1	1	0.0	-8	4	0	-2.8
COc1ccc(C2CC(=O)N3CN(Cc4ccco4)CSC3=C2C#N)cc1 (configuration not stated)	0	-2	-16	1	0.0	-4	-7	0	-0.8
COc1ccccc1-c1ccc(SCc2ccc(F)cc2)nn1	0	6	2	-4	0.1	-7	-4	0	1.8
CSc1nc2n(n1)C(c1cc(Br)ccc1F)C(C(=O)N(C)C)=C(C)N2 (configuration not stated)	3	-5	7	2	0.2	19	11	3	0.1
CCn1c(CN2CCN(c3ccc(Cl)cc3)CC2)nc2ccccc21	2	-2	-3	0	0.0	-63	3	-1	3.9
Cc1onc(-c2ccccc2)c1C(=O)N/N=C/c1cccc(O)c1	-2	-7	1	-3	0.2	1	-11	1	1.4

# Going on with the list.
# Results follow in this order: PP1 counter	core dimer inh	procasp7 counter	TPT1 inhibitor	Efflux pump inh	GASC-1 inh	proCasp3 act	CTSL1 counter	PP5 inh
NC(=O)c1ccsc1NC(=O)CSc1ncnc2sccc12
→ nt	nt	7	nt	0.1	5	7	nt	nt
Cc1ccccc1NC(=O)CCC(=O)N/N=C/c1ccc(F)cc1
→ -4	9	-2	4	0.1	-11	-6	-3	-3.7
O=C(C1CCN(S(=O)(=O)c2ccc(Br)s2)CC1)N1CCN(c2ccccc2)CC1
→ 1	10	0	-2	0.7	2	4	-1	3.0
COc1ccccc1-c1nc(C#N)c(N2CCCCCC2)o1
→ -3	2	6	2	0.6	-8	-5	0	-0.9
COc1ccc(-c2cc(C(=O)NCc3cccnc3)no2)cc1
→ -10	-1	-5	3	0.3	14	-3	-3	2.3
CCOC(=O)c1[nH]c(C)c(C(=O)NC2CCN(C(=O)OCC)CC2)c1C
→ -1	-1	3	2	0.0	-3	4	-4	-1.4
CCOC(=O)c1c(C)n(C)c2ccc(OCC(O)CN3CCC(C)CC3)cc12 (configuration not stated)
→ -3	0	12	-3	0.0	2	0	2	-0.4
COc1cccc2oc(-c3ccco3)cc(=O)c12
→ -2	-3	-3	5	0.1	8	-6	2	1.3
Cc1ccnc2nc(C(=O)OCC(=O)N(CC(C)C)CC(C)C)nn12
→ 5	-10	-7	-2	-0.1	12	1	-3	2.2
COc1cc(NC(=O)c2noc3c2CCC3)c(OC)cc1Cl
→ -2	10	6	2	0.0	1	1	3	4.6
CN(C)c1cccc(C(=O)NC2CCCCCC2)c1
→ 3	1	-6	-7	0.2	5	-5	-1	1.9
CC(=O)NCCOC(=O)Nc1cccnc1
→ 3	2	6	0	0.0	0	-5	0	3.0
CCOc1ccc2nc(N(CCN(C)C)C(=O)c3ccc4c(c3)CCCC4)sc2c1
→ -1	-3	6	0	-0.1	-42	-8	2	2.2
C=C(C)COc1ccc(-c2[nH]ncc2-c2ccccc2)c(O)c1
→ 3	0	3	1	-0.3	-10	-4	5	0.9
CCOc1ccc(S(=O)(=O)N2CCN(C(=O)C3CC3C)CC2)cc1 (configuration not stated)
→ nt	nt	1	nt	-0.1	9	10	nt	nt
O=C(Cc1ccccc1)N/N=C/c1cc(Br)cs1
→ 5	1	-4	-2	0.8	17	1	4	0.3
CN1CCN(CCCNC(=O)CCC(=O)N2CCOc3ccccc32)CC1
→ -1	-1	-3	-2	0.3	4	-6	1	2.1
CCOC(=O)N1CCN(CC(=O)Nc2sccc2C#N)CC1
→ -1	7	4	-3	-0.1	14	2	6	-1.6
COc1ccc(NS(=O)(=O)c2ccc3oc(Nc4ccc5c(c4)OCCO5)nc3c2)cc1
→ 6	12	-11	6	0.9	-17	0	-1	8.5
Cn1c(=O)c(Oc2ccc(F)cc2)c(O)c2ccccc21
→ 3	-5	-7	0	-0.1	-2	9	1	0.1
CCN(CC)CCNC(=O)C12CC3CC(C)(CC(C)(C3)C1)C2
→ -3	-3	-1	-1	0.0	10	-6	0	-0.4
O=C(Nc1cc(S(=O)(=O)N2CCOCC2)ccc1N1CCOCC1)c1ccccc1Cl
→ nt	nt	12	nt	0.1	-1	-1	nt	nt
COCCCNC(=S)NNC(=S)Nc1cccc(Cl)c1
→ -5	-1	-22	-5	0.0	-16	-16	-2	2.7
COc1ccc(NC(=O)NC23CC4(C)CC(C)(CC(C)(C4)C2)C3)cc1
→ 3	-1	1	-2	-0.3	-28	6	0	3.2
Cc1cc(NC(=O)COc2ccc3oc4ccccc4c3c2)no1
→ 0	15	0	-6	0.0	-14	2	-1	-0.7
CC(C)N1CCC(N2CCN(CC#Cc3ccccc3)CC2CCO)CC1 (configuration not stated)
→ -2	3	-2	-11	-0.1	-7	-1	-2	-1.2
Cc1cccc(N2CCN(C(=O)NC(C)c3ccc(F)c(F)c3)CC2)c1C (configuration not stated)
→ -6	-1	0	-1	-0.1	-41	-1	0	-1.1
Cc1ccc(NC(=O)c2cccnc2)c([N+](=O)[O-])c1
→ -2	-4	3	-1	0.0	-3	0	3	-1.0
COC(=O)c1ccc(C(=O)OC)c(NC(=O)C(C)C)c1
→ -1	-2	-2	-5	0.1	2	-5	1	1.8
Cc1ccc(S(=O)(=O)/N=C(/Nc2ccc([N+](=O)[O-])cc2)c2ccccc2)cc1
→ 3	5	-5	5	0.4	21	-6	-1	4.6
Cn1c(CCNC(=O)c2ccccc2F)nnc1SCC(=O)Nc1nncs1
→ -3	1	-7	-1	0.1	-9	2	-1	0.4
CC(=O)Oc1ccc(-c2ccc(C(=O)NCCc3ccc(S(N)(=O)=O)cc3)cc2)cc1
→ 24*	26	7	-2	0.8	1	2	0	-2.2
c1ccc(C2CCCN(Cc3nc(CC4CC4)no3)CC2)cc1 (configuration not stated)
→ -3	4	-5	-2	-0.3	-5	11	4	-1.1
O=C(COC(=O)c1ccc(Br)o1)NCCCc1ccccc1
→ 0	0	-1	-6	-0.2	-5	5	-7	-1.4
CCCCCCCSc1nnc(N)s1
→ 2	-10	2	-8	0.1	-5	-6	2	2.4
